Compound activity deposited in PubChem by National Center for Advancing Translational Sciences (NCATS).
ERG-DNA inh: inhibitors of human ERG Ets domain-DNA interaction | Potency, µM (highest dose often 76.9 µM), inactives show at the top dose FP activity, negative = inhibition, actives largely listed as inhibitors | P11308 | fluorescence polarization, His-ERG Ets domain / labelled DNA | AID 624246 | 370,000 compounds, 0.028% hits; active = well fitted inhibition curve with a large enough effect in the polarisation, with a control signal flat; inconclusive = small, poorly fitted or top-dose-only effect, or effect the other way, or a change in a side signal; inactive = no such curve, though single readings can be large or run the other way; the % refers to the polarisation;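 also: polarization taken with two DNA probes labelled with fluorescein and Texas red; potency is read from the fitted curve at half-maximal effect; % of control where 0% means no effect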
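His-tagged ERG Ets domain (1 uM in the protein solution; 300mM KCl, 50mM Tris-HCl, 1mM EDTA, 1mM DTT, pH 7.5) received compound, then a probe mix of 5 nM fluorescein-DNA and 100nM Texas-615-DNA. Fluorescence polarization was read for both dyes.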
G9a inh: blocks human histone lysine methyltransferase G9a; 350,000 compounds, 8.8% hits; Potency, µM (highest dose often 102 µM), without a hit: at the highest dose activity, negative = inhibition, usual class: inhibitors; G9a H3K9 monomethylation, AlphaScreen, 2 h; AID 504332; also: potency is read from the fitted curve at half-maximal effect; % is scaled to controls: 0 for no effect and ±100 for the full control effect; nearly all actives have a fitted effect of over 75% in size
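Using a bead-based AlphaScreen, monomethylated H3K9 product from 2 h room-temperature reactions (G9a 20 nM, peptide 500 nM, SAM 20 uM) was detected with 0.5 ug/mL rabbit anti-H3K9me1 antibody.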
JMJD2A Tudor inh: JMJD2A Tudor domain (human) inhibition; AID 504339; 390,000 compounds, 4.4% hits; Potency, µM (doses to about 114 µM), without a hit: at the highest dose activity change, negative = inhibition, actives largely listed as inhibitors; O75164; AlphaScreen JMJD2A-Tudor / H3K4me3 peptide binding; also: potency is read from the fitted curve at half-maximal effect; % is scaled to controls: 0 for no effect and ±100 for the full control effect; nearly all actives have a fitted effect of over 50% in size
GLS inhibitor: inhibitors of human glutaminase (GLS) | O94925 | GLS enzymatic activity, qHTS titration | Potency, µM (titrated, usually from 45.5 µM), for the others: at the highest dose activity change, negative = inhibition, most hits filed as inhibitors | 410,000 compounds, 0.21% hits | AID 624170; also: potency is read from the fitted curve at half-maximal effect; % is scaled to controls: 0 for no effect and ±100 for the full control effect
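Human kidney-isoform GLS in 45 mM KH2PO4 pH 8.2, 0.02% Tween-20, with compound, started with 1mM L-Glutamine (added stock). Glutamate oxidase/HRP/Amplex red coupled fluorescence read at start and after 30 min at RT.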
12-LOX inh: blocks human arachidonate 12S-lipoxygenase; purified 12hLO, xylenol orange hydroperoxide absorbance; Potency, µM (top dose mostly 108 µM), inactives show at the highest dose activity change, negative = inhibition, most hits filed as inhibitors; 580,000 compounds, 1.1% hits; AID 1671190; also: potency is read from the fitted curve at half-maximal effect; % is scaled to controls: 0 for no effect and ±100 for the full control effect
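Purified human 12hLO at 150 nM in 25 mM Hepes, 0.01% Triton X-100, pH 7.0, preincubated 15 min at room temperature with compound. Reaction started with 40 uM arachidonic acid, 30 min at room temperature. Hydroperoxide measured by Fe-xylenol orange, 573/405 nm absorbance ratio.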
PI4K2A block: inhibitors of human PI4K2A | activity change, negative = inhibition, % at 76.9 µM | purified PI4K2A, ADP-Glo luminescence, 1 h; hits give low values | 420,000 compounds, 0.13% hits | Q9BTU6 | AID 1346378; in the data active = activity change below about -50%; inconclusive = mostly about -30% to -49%;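 also: -100% = wells without enzyme as full effect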
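ADP-Glo luminescence measured ADP generated by PI4K2A enzyme (4 ug/mL before mixing) with 1.2 mM PI substrate (pre-mix) and 300 microM ATP (pre-mix). Tris pH7.5 buffer with MgCl2, Triton X-100; 1 h reaction at ambient temperature.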
BAZ2B inh: inhibitors of human BAZ2B bromodomain | Q9UIF8 | AlphaScreen BAZ2B-H3K14Ac peptide displacement | Potency, µM (doses to about 114 µM), inactives show top-dose activity change, negative = inhibition, actives largely listed as inhibitors | 360,000 compounds, 4.4% hits | AID 504333; also: potency is read from the fitted curve at half-maximal effect; % is scaled to controls: 0 for no effect and ±100 for the full control effect; nearly all actives have a fitted effect of over 60% in size
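BAZ2B 50 nM plus b-H3(5-23)K14Ac 50 nM, PBS pH 7.4/0.01% Tween-20, 30 min RT; compound added (max 110 uM), 30 min RT; streptavidin donor/Ni-chelate acceptor beads 10 ug/mL final, 20 min dark; AlphaScreen read.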
RGS4 inhibitor: blocks human RGS4-accelerated GTP hydrolysis. Transcreener GDP fluorescence polarization, RGS4-accelerated GTP hydrolysis. P49798. AID 504845. 390,000 compounds, 0.039% hits. Potency, µM (titrated, usually from 114 µM), without a hit: at the highest dose activity change, negative = inhibition, usual class: inhibitors; also: potency is read from the fitted curve at half-maximal effect; % is scaled to controls: 0 for no effect and ±100 for the full control effect; nearly all actives have a fitted effect of over 75% in size; some results filed as inactive show a strong effect at the top dose
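MLSMR compounds (23 nl, pin-transferred) preincubated 10 min at room temperature with a 500nM (2x) first reagent, then RGS4 at 900nM (2x) plus Transcreener GDP mix added; fluorescence polarization (620/688 nm) read before and after 90 min at 30 °C.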
HP1b binding inh: blocks HP1-beta chromodomain binding to methylated histone tails. AlphaScreen HP1-beta / biotin-H3K9me3 peptide binding. Potency, µM (series often up to 114 µM), inactives show at the highest dose activity change, negative = inhibition, usual class: inhibitors. 390,000 compounds, 0.56% hits; also: potency is read from the fitted curve at half-maximal effect; nearly all actives have a fitted effect of over 70% in size; inactives centre near 23
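Compound inhibition of the preformed complex between 50 nM HP1-beta and 50 nM biotinylated H3K9me3 peptide was read by AlphaScreen. Buffer was PBS pH 7.4 with 0.01% Tween-20. Incubations ran 30 min at room temperature, with 10 ug/mL donor/acceptor beads.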
Active calls of the source: *; ? = inconclusive; . = not tested or not shown; & = joins results of further samples; [ ] = dose if it differs, or a comment. Unless noted, calls follow the shape of the dose curve; as a rule, active = well fitted curve in the direction sought with a large enough effect; inconclusive = small, poorly fitted or top-dose-only effect, or another doubt; inactive = no such curve, though single readings can be large; an effect the other way counts as inactive or inconclusive. An excerpt; count on the stated rates, not on these rows.

ERG-DNA inh | G9a inh | JMJD2A Tudor inh | GLS inhibitor | 12-LOX inh | PI4K2A block | BAZ2B inh | RGS4 inhibitor | HP1b binding inh | structure
-1% | -11% | -19% | -1% | ? | -3 | -17% | -12% | 29% | O=C(Nc1ccc(S(=O)(=O)Nc2cnc3ccccc3n2)cc1)c1cccc(OC(F)F)c1
-3% | ? | -8% | 6% | 0% | -2 | -4% | 31% | 29% | CC(=O)c1ccc(Oc2ncnc3sccc23)c(CN2CCOCC2)c1
-2% | 3% | -2% | 0% | 3% | 3 | -22% | -4% | 39% | COc1ccc(/C=C2\C(=N)N3N=C(CC(=O)N4CCCCC4)SC3=NC2=O)cc1
11% | 36%[12.7 µM] | 8% | -8% | 165%[activator] | 1 | -35% | -24% | 64%[activator] | COc1ccc2nc(-c3ccccc3)cc(C(=O)OCC(=O)N3CCCCC3)c2c1
11% | ? | ? | ? | ? | -4 | ? | -28% | -33% | COc1ccc2cc(/C=C3\SC(=S)NC3=O)c(N3CCOCC3)nc2c1
5% | . | -16% | 4% | -8% | -2 | . | -1% | 14% | COC(=O)C1CCN(C(=O)c2ccc(OC)c(S(=O)(=O)N3CCCc4ccccc43)c2)CC1
-19% | -3%[12.7 µM] | -9% | 0% | -40% | 1 | -5% | -9% | 29% | CCOc1ccc(NC(=O)CN(C)C(=O)/C=C/c2ccco2)cc1OCC
-3% | . | -22% | 15% | -4% | -3 | . | -10% | 16% | Cc1cn([C@H]2C[C@H](O)[C@@H](CCC(=O)NCCc3c[nH]c4ccccc34)O2)c(=O)[nH]c1=O
1% | 6% | -2% | -1% | -6% | 0 | -6% | -1% | 40%[activator] | COc1ccccc1OCC(=O)N1CCNC1=O
-9% | 6% | -13% | 0% | 0% | -2 | 4% | 0% | 25% | O=C(CN1NS(=O)(=O)c2ccccc2C1=O)Nc1ccccc1OC(F)F
6% | -6%[59 µM] | -8% | -3% | 0% | -2 | -4% | 11% | 22% | CCOc1ccc(-c2cc3c(=O)n(Cc4nc(-c5ccc(OC)cc5OC)oc4C)ccn3n2)cc1Cl
12% | 6% | -9% | 2% | 5% | 3 | -23% | 5% | 24% | COc1ccc(CCNC(=O)Cn2cccc2C(=O)c2ccccc2C)cc1OC
-12% | 31%[59 µM] | -9% | 5% | 0% | 4 | 0% | 14% | 15% | O=S(=O)(CCN1CCSCC1)c1ccccc1
11% | . | -14% | 1% | -3% | -9 | . | 3% | 49%[activator] | CCCCN1C(N)=NC[C@@H]1c1ccccc1
15% | . | ? | -2% | ? | 3 | ? | 5% | -3% | Cc1cccc(CN2CCc3c([nH]c4ccccc34)C2C(C)(C)C)n1 (stereo unspecified)
-5% | -1%[12.7 µM] | -2% | -5% | 0% | 1 | -1% | 3% | 36% | C=CCOc1ccc(S(C)(=O)=O)cc1
-1% | ? | -35% | -11% | ? | -18 | -19% | 4% | 44% | O=C(c1cc(Cl)cc(Cl)c1)N1CCC(=O)N(C(COCc2ccccc2)Cc2ccccc2)CC1 (stereo unspecified)
-1% | 15%[12.7 µM] | 16% | 0% | ? | -3 | 26% | -5% | 65%[activator] | O=C(COc1ccc(F)cc1Cl)NC1CCCCCC1
7% | 15% | -10% | 1% | -6% | 7 | -1% | 14% | 10% | O=C(COC(=O)/C=C/c1ccccc1[N+](=O)[O-])NC1CCS(=O)(=O)C1 (stereo unspecified)
-11% | -35% | -19% | -2% | -7% | -7 | . | -2% | 44%[activator] | O=C(Nc1ccc(F)cc1)Nc1nnc(-c2ccco2)s1
7% | 7.1µM* | ? | -10% | ? | -1 | -13%[57.1 µM] | 1% | -5% | CC1=C(C(=O)Nc2ccc(C)cc2C)C(c2ccccc2[N+](=O)[O-])n2ncc(C(=O)Nc3ccccc3)c2N1 (stereo unspecified)
7% | -1%[59 µM] | -6% | 1% | -1% | -1 | 3% | -49% | 24%[57 µM] | O=C(NCC(c1cccs1)S(=O)(=O)c1cccs1)c1c(F)cccc1F (stereo unspecified)
9% | -24% | -31% | 15% | 18% | 4 | ? | -8% | 8% | O=C(N/N=C\c1cccs1)c1sccc1-n1cccc1
19% | 1% | -10% | -1% | -1% | -3 | -12% | 28% | 10% | CCC(=O)Nc1ccc(-c2ccc(NC(=O)CC)c(OC)c2)cc1OC
6% | 24% | ? | 2% | 0% | -3 | 0% | -48%[56.9 µM] | 0% | COc1ccc(OCc2cc(C(=O)N(C)CCC3CCOCC3)no2)c(Cl)c1

Structures listed so far shown as hits in G9a inh:
ERG-DNA inh | G9a inh | JMJD2A Tudor inh | GLS inhibitor | 12-LOX inh | PI4K2A block | BAZ2B inh | RGS4 inhibitor | HP1b binding inh | structure
7% | 7.1µM* | ? | -10% | ? | -1 | -13%[57.1 µM] | 1% | -5% | CC1=C(C(=O)Nc2ccc(C)cc2C)C(c2ccccc2[N+](=O)[O-])n2ncc(C(=O)Nc3ccccc3)c2N1 (stereo unspecified)

(more compounds)
ERG-DNA inh | G9a inh | JMJD2A Tudor inh | GLS inhibitor | 12-LOX inh | PI4K2A block | BAZ2B inh | RGS4 inhibitor | HP1b binding inh | structure
. | -3%[59 µM] | -8% | 6% | -6% | -1 | 6% | 20% | 38% | CCCC1CCc2c(sc(NC(=O)c3cccs3)c2C(N)=O)C1 (stereo unspecified)
-1% | 30%[12.7 µM] | -18% | -17% | 0% | -3 | 9% | -34% | 10% | O=C(c1ccccn1)N(Cc1ccco1)C1(C(=O)NC2CCCCC2)CCCCC1
5% | 1%[59 µM] | 5% | 0% | -24% | -4 | ? | -35% | 67%[activator] | CC(C)c1c(C(=O)N/N=C/c2ccccc2C(=O)O)nnn1-c1nonc1N
1% | 4% | -1%[57.1 µM] | -1% | 1% | -3 | -7% | 11% | 43%[activator] | CC(Sc1nnnn1C)C(=O)Nc1ccc2c(c1)OCCO2 (stereo unspecified)
-2% | 3%[59 µM] | -9% | 0% | -2% | 4 | 8% | 10% | 29% | Cc1c(/C=N/NC(=O)c2sc3ccccc3c2Cl)cnn1C
7% | 27%[59 µM] | -5% | -16% | 0% | -1 | 9% | -15% | 31%[activator] | Cc1cccc(C)c1NC(=O)CSc1nc(C)c(CC(=O)c2ccc(Br)cc2)c(C)c1C#N
0% | . | -26% | 39%[activator] | -20% | -6 | . | ? | 9% | CC(C)c1cc(CN2C(C)COCC2C)cc(C(C)C)c1O (stereo unspecified)
-5% | -32%[59 µM] | -14% | 1% | -20% | -5 | -14% | 5% | 41%[activator] | CC(Oc1ccc(F)cc1)C(=O)N1CCC(c2nc3ccccc3s2)CC1 (stereo unspecified)
6% | ? | -29% | 8% | 0%[57.4 µM] | 4 | -12% | -2% | 8% | O=C(NCc1ccco1)c1cc(-c2ccccc2)c(N2CCOCC2)s1
1% | 8%[12.7 µM] | -16% | 3% | -14% | 5 | 0% | 9% | 3% | O=C1[C@@H]2[C@H](C(=O)N1O)[C@H]1C=C[C@@H]2C1
. | -11%[59 µM] | -7% | 4% | 7%[57.4 µM] | 7 | 25% | -4% | 4% | c1cncc(-c2nnc3n2CCC3)c1
-1% | . | -24% | -3% | -32%&155% | -1 | -4% | -6% | -11% | CSc1nnc(NC(=O)c2cc(=O)c3cc(C)cc(C)c3o2)s1
-12% | 14µM* | ? | -6% | 8% | 2 | ? | -10% | -6% | CCC(C)OC(=O)c1[nH]c2c(c1C)C(=O)CC(c1ccc(N(C)C)cc1)C2 (stereo unspecified)
-4% | 6%[59 µM] | -9% | -10% | 5% | 0 | 1% | -13% | 25% | O=C1CC(C(F)(F)C(F)(F)C(F)(F)F)=Nc2ccccc2N1
7% | -35% | -10% | 8% | 3% | -1 | -8% | 6% | 6% | CCOC(=O)C1=C(COC(=O)c2ccc(OC)c(OC)c2OC)NC(=O)NC1C (stereo unspecified)
-10% | -33% | -1% | 22% | -15% | 2 | 0% | 10%[11.4 µM] | 22% | CCOC(=O)N1CCC(N(CCN(C)C)C(=S)Nc2ccc(F)c(Cl)c2)CC1
0% | -9%[12.7 µM] | ? | 11% | 1% | -2 | -27% | -1% | 24% | CCN1CCN(c2ncc3c(n2)CCN(Cc2ccccc2C)C3)CC1
12% | . | -10% | 1% | -7% | 1 | 3% | 30% | 26% | CCCCNC(=O)CN1C(=O)NC2(CCCc3ccccc32)C1=O (stereo unspecified)
-1% | 3.2µM* | 8.9µM* | 2% | -101% | -19 | 0% | -4% | 20% | Cc1ccn(Cc2n[nH]c(=S)n2Cc2ccccc2)n1
4% | 25% | -5% | 5% | -2% | 5 | 11% | 0% | 23% | CCCCNC(=O)NNC(=O)C1CC1(c1ccccc1)c1ccccc1 (stereo unspecified)
-3% | ? | 17% | . | 0% | 4 | 8% | 21% | 52%[activator] | Cc1ccc(NC(=O)N2CCCC2C(=O)NCCC2=CCCCC2)cc1 (stereo unspecified)
0% | -4%[59 µM] | -16% | 9% | 11% | -1 | -1% | ? | 11% | CCOC(=O)c1sc(NC(NC(=O)c2ccco2)(C(=O)OC)C(F)(F)F)nc1C (stereo unspecified)
